G6PDH counter = L. mesenteroides G6PDH inhibitors, counter-screen for G6PDH-coupled screening assays, biochemical, Leuconostoc mesenteroides enzyme; Purified L. mesenteroides G6PDH, diaphorase/resazurin coupled fluorescence, 45 min; inhibition, % at 5 µM; hit rate 0.12% among 200,000; AID 1020, 2008; in the data active means inhibition above about 50%
PMI activator = activators of human PMI, primary screen, biochemical, fluorescence intensity, near-Km mannose 6-phosphate | Mannose-6-phosphate isomerase (Homo sapiens), P34949 | purified human PMI, coupled resazurin fluorescence, 20 min; hits give high values; 1 = vehicle control, 0 substrate-free wells | activation factor at 20 µM | hit rate 0.005% among 190,000;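 active means activation factor of 2 or more at 20 µM, relative to plate controls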
PMI act hi M6P = human PMI activators, high substrate, primary screen, biochemical, fluorescence intensity, near-saturating mannose 6-phosphate. coupled PMI enzyme assay, resazurin fluorescence, 20 min; hits give high values; 1 = untreated enzyme, 0 = substrate-free blank. activation factor at 20 µM. hit rate 0.34% among 190,000;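 active means activation factor of 2 or more at 20 µM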
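Material: human phosphomannose isomerase with PGI, G6PDH, diaphorase coupling enzymes; amount: PMI at 15 ng/mL final; also added: Mannose-6-phosphate 1.0 mM (near-saturating) plus 0.22 mM NADP+; incubation: enzyme reaction with compound 20 min at room temperature; signal: resorufin fluorescence (Ex 544/Em 590 nm) from resazurin via diaphorase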
TNAP act hi DEA = TNAP activators at high phosphate acceptor level, primary screen, biochemical, luminescence, uHTS. purified TNAP, CDP-star luminescence, 1 M DEA, 30 min; hits give high values; 0 = EDTA background, 1 = DMSO-only activity. activation factor at 20 µM. 200,000 tested, under 10 active;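 active means activation factor at least 2 at 20 µM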
Target sequence (P05186 whole entry, looked up): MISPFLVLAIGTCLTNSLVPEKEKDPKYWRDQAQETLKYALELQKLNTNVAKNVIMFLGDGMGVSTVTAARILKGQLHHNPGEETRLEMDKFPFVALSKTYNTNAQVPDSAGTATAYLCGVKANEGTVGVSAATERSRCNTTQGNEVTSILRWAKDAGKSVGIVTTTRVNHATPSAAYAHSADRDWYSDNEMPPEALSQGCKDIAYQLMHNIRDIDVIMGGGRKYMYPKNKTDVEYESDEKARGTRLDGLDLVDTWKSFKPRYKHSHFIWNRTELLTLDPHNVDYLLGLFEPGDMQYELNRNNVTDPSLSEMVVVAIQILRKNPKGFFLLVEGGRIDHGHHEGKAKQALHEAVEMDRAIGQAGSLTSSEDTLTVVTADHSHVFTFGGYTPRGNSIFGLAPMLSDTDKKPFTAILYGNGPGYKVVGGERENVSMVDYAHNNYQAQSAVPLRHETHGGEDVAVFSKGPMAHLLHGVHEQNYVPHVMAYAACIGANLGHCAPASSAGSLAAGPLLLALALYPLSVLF
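Assay system: human TNAP; Input: enzyme diluted 1/800 final; Reagent: CDP-star luminogenic substrate at 100 µM final; Timing: 30 min, room temperature; Signal: luminescence; Evaluation: TNAP activation factor scaled between EDTA and DMSO control wells.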
TNAP inh noacc = human TNAP enzyme inhibitors, primary screen, biochemical, luminescent, no phosphate acceptor, uHTS; Alkaline phosphatase, tissue-nonspecific isozyme (Homo sapiens), P05186; purified TNAP, CDP-star luminescence, 30 min; inhibition, % at 20 µM; hit rate 0.26% among 200,000; AID 1012, 2008;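 active means tissue-nonspecific alkaline phosphatase inhibition above about 50% at 20 µM in the single-dose screen, limit read from the data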;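 further: 0% = DMSO negative control and 100% = EDTA positive control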
FLuc stim CS = FLuc activators, initial screening, artefact control for FLuc-dependent activation tests, biochemical, ATPlite luminescence | AID 1027, 2008 | ATPlite luciferase biochemical, 10 min; 0 = ATP-free wells, 1 = DMSO control | activation factor at 10 µM | Luciferin 4-monooxygenase (Photinus pyralis), P08659 | 200,000 tested, under 10 active;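 active means luciferase activation factor, scaled between plate controls, of at least 2 with compound at 10 µM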
Target sequence (P08659 whole entry, looked up): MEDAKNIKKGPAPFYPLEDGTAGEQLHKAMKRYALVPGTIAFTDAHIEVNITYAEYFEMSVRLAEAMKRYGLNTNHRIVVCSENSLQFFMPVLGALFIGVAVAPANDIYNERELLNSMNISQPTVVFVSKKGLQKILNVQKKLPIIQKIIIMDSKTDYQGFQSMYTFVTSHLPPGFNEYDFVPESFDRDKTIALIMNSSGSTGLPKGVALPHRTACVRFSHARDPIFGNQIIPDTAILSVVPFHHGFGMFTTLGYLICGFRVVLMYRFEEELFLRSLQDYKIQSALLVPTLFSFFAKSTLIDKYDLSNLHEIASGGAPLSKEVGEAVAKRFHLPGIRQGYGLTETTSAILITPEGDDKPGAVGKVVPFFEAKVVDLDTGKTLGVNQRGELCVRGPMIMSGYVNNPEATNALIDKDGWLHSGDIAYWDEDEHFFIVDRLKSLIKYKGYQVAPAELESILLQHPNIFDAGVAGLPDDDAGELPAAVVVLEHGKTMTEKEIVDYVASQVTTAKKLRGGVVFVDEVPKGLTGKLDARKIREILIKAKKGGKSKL
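Material: Luciferase/luciferin reagent mix | Doses: Test compounds dosed from 2 mM stocks in 100% DMSO | Timing: 10 min incubation after luciferase reagent addition, room temperature | Measured by: Luminescence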
TNAP inh hiacc = human TNAP enzyme inhibitors, primary screen, biochemical, luminescent, high phosphate acceptor level, uHTS; purified TNAP, CDP-star luminescence, 1 M DEA; AID 1135, 2008; inhibition, % at 20 µM; hit rate 0.03% among 200,000;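 active means over 50% inhibition of tissue-nonspecific alkaline phosphatase at 20 µM in the single-dose screen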;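 further: plate controls were DMSO wells for no effect and EDTA-quenched wells as full inhibition for full effect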
Efa HMGR inh = inhibitors of E. faecalis class II HMGR, primary screen, biochemical, Enterococcus faecalis; inhibition, % at 10 µM; purified E. faecalis HMGR, NADPH absorbance 340 nm kinetic; hit rate 0.41% among 190,000; AID 1066, 2008;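 active means inhibition above a set limit, the median over all tested compounds plus 3 SD, cut at about 9.5% in these data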;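 further: enzyme runs in reverse so mevalonate oxidation gives rising NADPH absorbance; 0% = complete reaction with DMSO and 100% = background rate lacking mevalonate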
Diaphorase inh = diaphorase inhibitors and chemical oxidizers, primary screen, counter-screen for diaphorase-coupled primary assays, biochemical, uHTS, resorufin fluorescence; diaphorase resazurin-to-resorufin fluorescence, NADH, 16 min; bacterial (C. kluyveri) enzyme, not human; inhibition, % at 20 µM; hit rate 0.69% among 190,000; AID 1217, 2008;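 active means primary screen inhibition at 20 µM above a set limit, cut at about 50% in these data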;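 further: plate controls were DMSO with full reaction for no effect and wells lacking NADH for full effect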
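Test system: Clostridium kluyveri diaphorase enzyme / Quantity: diaphorase at 0.14 U/mL in enzyme working solution / Incubation: 16-min room-temperature incubation before reading / Benchmarks: NADH-free wells as positive control, DMSO-only neutral wells / Signal: resorufin fluorescence 544/590 nm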
Diaphorase act = compounds boosting diaphorase resazurin reduction – biochemical, uHTS, resorufin fluorescence, counter-screen for diaphorase-coupled primary assays, primary screen. activation factor at 20 µM. Diaphorase/resazurin coupled assay, 16 min; hits give high values; 1 = vehicle wells, 0 = NADH-free wells. AID 1229, 2008. hit rate 0.005% among 190,000;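 active means diaphorase activity raised at least twofold by the compound at 20 µM; inactive means activation factor below 2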
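System – purified diaphorase enzyme from Clostridium kluyveri · Input – enzyme 0.07 U/mL final · Also added – final NADH 0.114 mM, resazurin 0.1 mM · Measured by – fluorescence of resorufin, 544 nm excitation, 590 nm emission · Timing – 16 min enzyme reaction, ambient temperature · Measure – resorufin increase flagging diaphorase activators or reducers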
The depositor's hits bear a star.

Fields – PMI act hi M6P	TNAP inh hiacc	PMI activator	Diaphorase act	Diaphorase inh	TNAP act hi DEA	TNAP inh noacc	G6PDH counter	FLuc stim CS	Efa HMGR inh
(1) Cc1ccc(-c2nnc3c4ccccc4c(C)nn23)cc1NC(=O)CN1CCOCC1
 : 1	-1	1	0.9	11	1	-7	0	1	-3
(2) c1ccc(-n2ncc3c(NCC4CCCO4)ncnc32)cc1 (stereo not drawn)
 : 1.1	-3	1.1	1	-4	1	-8	3	0.7	-4
(3) CC1(C)CC(N2CCC(=O)N(C3CC(C)(C)NC(C)(C)C3)C2)CC(C)(C)N1
 : 1	-5	1	0.9	11	1	-12	2	1	5
(4) O=C(C1=C[C@H](c2csc3ccccc23)C[C@H](OCCCCO)O1)N1CCN(Cc2ccccc2)CC1
 : 0.8	-6	0.9	0.7	26	1.1	-4	17	1	-1
(5) Cc1ccc(CNC(=O)c2ccc(N(C)C)cc2)cc1
 : 0.8	-6	1	0.9	6	1.1	-5	2	1	0
(6) COc1ccc(S(=O)(=O)N(C)c2ccc(C(=O)NC3CCCC3)cc2)cc1
 : 1	-6	1	1	4	1.1	-15	-3	1.1	-3
(7) COc1cc(/C=N/Nc2ncc(C(F)(F)F)cc2Cl)cc(OC)c1O
 : 1.1	1	1.1	0.8	17	1	-24	20	1	-4
(8) COc1ccc2c(c1)oc(=O)c1c3ccccc3[nH]c21
 : 1	-4	1	1.1	-7	1	-11	14	0.7	-1
(9) COCCOC(=O)C1=C(C)Nc2cc(=O)[nH]c(=O)n2C1c1cccc([N+](=O)[O-])c1 (stereo not drawn)
 : 1	-4	1	0.9	10	1	-3	3	1.1	-7
(10) Cc1ccccc1NC(=O)Cn1c(=O)n(Cc2ccccc2)c(=O)c2c(C)c(C)sc21
 : 0.9	-6	0.9	0.9	13	1.1	-19	16	0.9	-5
(11) C=CCn1c(SCC(=O)Nc2ccc3c(c2)OCO3)nnc1-c1ccccc1
 : 0.7	-2	0.9	0.8	16	1	-5	3	1	-1
(12) CCCC(C)NC(=O)CSCc1ccc(OC)cc1 (stereo not drawn)
 : 1.1	-2	1	1.1	-10	1	-12	2	1	1
(13) O=C(CSc1c[nH]c2ccccc12)N1CCCc2ccccc21
 : 0.8	-1	0.8	0.8	24	1	-4	20	1.1	-8
(14) O=S(=O)(/N=C(\c1ccccc1F)N1CCCCC1)c1ccccc1
 : 0.9	1	1	0.9	10	1	-3	-5	1	-1
(15) O=C(NCc1ccccc1)N(Cc1cc2cc3c(cc2[nH]c1=O)OCCO3)CC1CCCO1 (stereo not drawn)
 : 0.9	-3	1	0.8	23	1	-12	3	1	6
(16) Cc1ccc(Cn2ccc(NC(=O)c3cc4nc(-c5ccco5)cc(C(F)(F)F)n4n3)n2)cc1
 : 1	-3	1	0.9	11	1	2	9	1.1	3
(17) O=C(CN1CCOCC1)c1c[nH]c2ccccc12
 : 1.1	-2	1	1.1	-6	1	-11	6	1.1	-3
(18) COc1ccc(CC2(CO)CCN(Cc3ccc(OC(F)(F)F)cc3)CC2)cc1
 : 0.9	-6	0.9	0.9	10	1.1	-4	23	1.1	1
(19) Cc1ccc(C)c(C(=O)COC(=O)c2cccc(N3C(=O)c4c(C)nc5ccccc5c4C3=O)c2)c1
 : 1	0	1	0.9	12	1	-11	2	0.4	3
(20) Cc1cc(C(N)=O)c2ccccc2n1
 : 1	-1	1	0.9	11	1	-9	5	1.1	-2
(21) O=C(Nc1ccc(F)cc1)NC1CCN(Cc2ccccc2)CC1
 : 1	-8	1	0.9	14	1.1	-20	-2	1.1	-1
(22) O=S(=O)(c1ccccc1)c1ccc(C(F)(F)F)cn1
 : 1	-1	1	1	3	1	-7	9	1.1	-4
(23) CCCNC1=CC(=O)CC(C)(C)C1
 : 1	-2	1	1	5	1	-4	-3	1	-2
(24) O=C(CCn1cccc1)NCc1ccc(Cl)cc1
 : 1	-5	0.9	0.8	18	1	-14	8	1.1	0
(25) CCOC(=O)C1CCCN(S(=O)(=O)c2cccs2)C1 (stereo not drawn)
 : 1	0	0.9	1	3	1	-8	22	1.1	-6
(26) Cc1ccc2cc(CN(C(=O)c3ccncc3)C(C)C)c(=O)[nH]c2c1
 : 0.9	-4	0.9	0.9	14	1	-11	8	1	-1
(27) O=C(OCc1ccccc1)N1CCOCCOCCN(C(=O)OCc2ccccc2)CCOCCOCC1
 : 1	-1	0.9	1	-1	1	-3	13	1	-4
(28) Cc1ccsc1C(=O)N(c1nc2ccccc2s1)c1c(C)cccc1C
 : 0.9	-5	0.9	0.8	15	1.1	0	2	1.1	0
(29) O=C(Nc1cccnc1)c1ccc2snnc2c1
 : 1	4	1	0.9	9	1	-4	3	1	-3
(30) Cc1c(C)n(Cc2ccccc2)c2ncnc(N)c12
 : 0.9	-4	1	0.9	11	1	-10	8	1	0

No new results follow: entries from further up.
Fields – PMI act hi M6P	TNAP inh hiacc	PMI activator	Diaphorase act	Diaphorase inh	TNAP act hi DEA	TNAP inh noacc	G6PDH counter	FLuc stim CS	Efa HMGR inh
(24) O=C(CCn1cccc1)NCc1ccc(Cl)cc1
 : 1	-5	0.9	0.8	18	1	-14	8	1.1	0
(25) CCOC(=O)C1CCCN(S(=O)(=O)c2cccs2)C1 (stereo not drawn)
 : 1	0	0.9	1	3	1	-8	22	1.1	-6
(26) Cc1ccc2cc(CN(C(=O)c3ccncc3)C(C)C)c(=O)[nH]c2c1
 : 0.9	-4	0.9	0.9	14	1	-11	8	1	-1
(27) O=C(OCc1ccccc1)N1CCOCCOCCN(C(=O)OCc2ccccc2)CCOCCOCC1
 : 1	-1	0.9	1	-1	1	-3	13	1	-4
(28) Cc1ccsc1C(=O)N(c1nc2ccccc2s1)c1c(C)cccc1C
 : 0.9	-5	0.9	0.8	15	1.1	0	2	1.1	0
(29) O=C(Nc1cccnc1)c1ccc2snnc2c1
 : 1	4	1	0.9	9	1	-4	3	1	-3
(30) Cc1c(C)n(Cc2ccccc2)c2ncnc(N)c12
 : 0.9	-4	1	0.9	11	1	-10	8	1	0

Back to the main list, repeating the 3 entries before the break.
Fields – PMI act hi M6P	TNAP inh hiacc	PMI activator	Diaphorase act	Diaphorase inh	TNAP act hi DEA	TNAP inh noacc	G6PDH counter	FLuc stim CS	Efa HMGR inh
(28) Cc1ccsc1C(=O)N(c1nc2ccccc2s1)c1c(C)cccc1C
 : 0.9	-5	0.9	0.8	15	1.1	0	2	1.1	0
(29) O=C(Nc1cccnc1)c1ccc2snnc2c1
 : 1	4	1	0.9	9	1	-4	3	1	-3
(30) Cc1c(C)n(Cc2ccccc2)c2ncnc(N)c12
 : 0.9	-4	1	0.9	11	1	-10	8	1	0
(31) CC(C)(C)SCCNC(=O)CN(c1ccc(F)cc1)S(=O)(=O)c1ccccc1
 : 1	-3	0.9	0.8	16	1	-6	8	1.1	-1
(32) O=C(N/N=C/c1ccco1)c1ccc(N2CCCC2=O)cc1
 : 1	-2	1	0.9	7	1	-13	-23	1	-4
(33) CCN(C(=O)CSc1nc2ccccc2c(=O)n1-c1cccc(C)c1)C1CCS(=O)(=O)C1 (stereo not drawn)
 : 1.2	1	1.6	0.9	10	1	-12	3	1.1	-1
(34) COc1cc(NC(=S)NCCN2CCOCC2)cc(OC)c1
 : 1	-1	1	0.9	6	1	-2	10	1	-4
(35) Cc1cccnc1NCC(O)COc1ccccc1 (stereo not drawn)
 : 0.9	1	0.9	0.9	6	1	-7	-12	1	-1
(36) Cc1ccc(CSCC(=O)N2CCN(c3ccccc3)CC2)cc1
 : 1	1	0.8	0.9	12	1	-9	10	1	5
(37) COCCCNC(=O)c1ccccc1SC
 : 0.9	0	0.9	0.9	7	1	-8	-3	1	2
(38) O=C(N/N=C/c1ccncc1)c1cccc(NC(=O)c2ccc(Cl)cc2)c1
 : 2.4*	6	1.6	1.4	-36	0.9	-20	-10	1	-3
(39) COc1ccc2ccccc2c1/C=N/NC(=O)c1sc(N)c(C#N)c1C
 : 0.9	-2	0.9	0.9	15	1	-14	-23	1	-4
(40) CCN(CC)CCCNC(=O)CNC(=O)c1nn(-c2ccc(OC)cc2)c(=O)c2ccccc12
 : 1.1	-2	1	1	1	1	-9	1	1	-3
(41) CSc1cccc(NC(=O)C2CCN(S(=O)(=O)c3ccc(F)cc3)CC2)c1
 : 1	-11	0.9	0.9	7	1.1	-34	10	1	-3
(42) COc1ccc(N=C2C(=O)N3c4c(cccc42)C(C)=CC3(C)C)cc1
 : 0.5	6	0.7	0.8	17	0.9	7	10	1.1	2
(43) COc1ccc(N2C(=O)CC(N(C)CCc3ccc(OC)c(OC)c3)C2=O)cc1 (stereo not drawn)
 : 1	-4	0.9	1	2	1	-5	12	1	-9
(44) CC(NC(=O)c1ccco1)C(=O)OCc1cccc(Cl)c1 (stereo not drawn)
 : 1	0	1.1	1	-2	1	-10	0	1	-4
(45) Cc1ccc2c(c1)-c1c(ssc1=S)C(C)(C)N2C(=O)CSC1=NCCS1
 : 0.8	8	0.8	0.8	25	0.9	10	-5	1.1	-4
(46) Cc1cc[n+](CC(=O)c2cc3ccccc3oc2=O)cc1
 : 1.1	-3	1.1	1	-2	1	15	15	1	3

Rows are unselected. Share with any hit: about 1.7%.
